# PMI activator = activators of human PMI, primary screen, biochemical, fluorescence intensity, near-Km mannose 6-phosphate; Mannose-6-phosphate isomerase (Homo sapiens), P34949; purified human PMI, coupled resazurin fluorescence, 20 min; hits give high values; 1 = vehicle control, 0 substrate-free wells; activation factor at 20 µM; hit rate 0.005% among 190,000; AID 1214, 2008;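 active = activation factor of 2 or more at 20 µM, relative to plate controls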
# Target sequence (P34949 whole entry, looked up): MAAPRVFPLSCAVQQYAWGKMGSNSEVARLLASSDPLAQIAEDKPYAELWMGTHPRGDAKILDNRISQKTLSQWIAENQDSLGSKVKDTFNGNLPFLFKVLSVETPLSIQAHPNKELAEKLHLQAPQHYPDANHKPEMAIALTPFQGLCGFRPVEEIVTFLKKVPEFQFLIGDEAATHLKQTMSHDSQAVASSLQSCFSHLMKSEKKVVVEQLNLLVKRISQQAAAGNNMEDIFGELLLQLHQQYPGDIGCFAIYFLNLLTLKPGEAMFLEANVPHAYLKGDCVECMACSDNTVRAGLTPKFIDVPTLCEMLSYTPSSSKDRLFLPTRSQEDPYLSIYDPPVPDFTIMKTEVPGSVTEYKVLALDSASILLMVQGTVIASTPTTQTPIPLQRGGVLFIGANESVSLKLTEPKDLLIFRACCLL
# TNAP inh hiacc = human TNAP enzyme inhibitors, primary screen, biochemical, luminescent, high phosphate acceptor level, uHTS; inhibition, % at 20 µM; Alkaline phosphatase, tissue-nonspecific isozyme (Homo sapiens), P05186; purified TNAP, CDP-star luminescence, 1 M DEA; hit rate 0.03% among 200,000;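 active = over 50% inhibition of tissue-nonspecific alkaline phosphatase at 20 µM in the single-dose screen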;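 note: plate controls were DMSO wells for no effect and EDTA-quenched wells as full inhibition for full effect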
# Target sequence (P05186 whole entry, looked up): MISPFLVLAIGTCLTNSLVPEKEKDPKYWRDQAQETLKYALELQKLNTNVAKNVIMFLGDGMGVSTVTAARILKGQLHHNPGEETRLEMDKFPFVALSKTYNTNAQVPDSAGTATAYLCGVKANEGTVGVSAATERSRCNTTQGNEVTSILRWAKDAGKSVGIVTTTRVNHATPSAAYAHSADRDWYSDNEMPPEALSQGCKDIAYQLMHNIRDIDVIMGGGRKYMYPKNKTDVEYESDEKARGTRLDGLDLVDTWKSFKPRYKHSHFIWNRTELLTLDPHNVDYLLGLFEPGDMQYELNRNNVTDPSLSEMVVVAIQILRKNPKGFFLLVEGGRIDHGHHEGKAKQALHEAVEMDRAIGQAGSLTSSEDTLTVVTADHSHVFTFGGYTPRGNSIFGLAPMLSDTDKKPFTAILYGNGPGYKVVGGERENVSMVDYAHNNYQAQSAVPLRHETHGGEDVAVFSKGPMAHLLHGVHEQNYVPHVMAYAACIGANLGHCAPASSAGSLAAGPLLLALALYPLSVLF
# bIAP inhibitor = bovine intestinal alkaline phosphatase inhibitors, primary screen, selectivity assay for TNAP inhibitor project, biochemical, bovine IAP, CDP-star luminescence; alkaline phosphatase, intestinal [Bos taurus]; purified bovine IAP, 30 min; inhibition, % at 20 µM; 190,000 tested, under 10 active;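 active = over 50% inhibition of intestinal alkaline phosphatase at 20 µM in the single-dose screen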
#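 test system = bovine IAP enzyme | medium = DEA buffer 100 mM, pH 9.8, with MgCl2 1.0 mM, ZnCl2 0.02 mM | detection = luminescence | dosing = single compound dose of 20 µM, 2% DMSO final | incubation = 30 min reaction at room temperature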
# PMI act hi M6P = human PMI activators, high substrate, primary screen, biochemical, fluorescence intensity, near-saturating mannose 6-phosphate. Mannose-6-phosphate isomerase (Homo sapiens), P34949. coupled PMI enzyme assay, resazurin fluorescence, 20 min; hits give high values; 1 = untreated enzyme, 0 = substrate-free blank. activation factor at 20 µM. hit rate 0.34% among 190,000;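 active = activation factor of 2 or more at 20 µM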
#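 Material: human phosphomannose isomerase with PGI, G6PDH, diaphorase coupling enzymes. Quantity: 15 ng/mL PMI. Medium: HEPES pH 7.4 buffer with MgCl2 and Tween-20. Reagent: Near-saturating mannose-6-phosphate, 1.0 mM. Compound: 20 µM single dose. Times: enzyme reaction with compound 20 min at room temperature. Detection: resorufin fluorescence at Ex 544/Em 590 nm.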
# Diaph act CS = compounds boosting diaphorase resazurin reduction – biochemical, uHTS, resorufin fluorescence, counter-screen for diaphorase-coupled primary assays, primary screen; Diaphorase/resazurin coupled assay, 16 min; hits give high values; 1 = vehicle wells, 0 = NADH-free wells; hit rate 0.005% among 190,000; activation factor at 20 µM;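 active = diaphorase activity raised at least twofold by the compound at 20 µM; inactive = activation factor below 2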
#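 Assay system: Purified diaphorase enzyme from Clostridium kluyveri | Amount: Enzyme 0.07 U/mL final | Dosing: Compound 20 µM once, DMSO 1% | Timing: 16 min reaction at room temperature | Detection: Fluorescence, excitation 544 nm and emission 590 nm | Evaluation: Higher resorufin formation from activation or reduction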
# TNAP act hiacc = TNAP activators at high phosphate acceptor level, primary screen, biochemical, luminescence, uHTS; 200,000 tested, under 10 active; purified TNAP, CDP-star luminescence, 1 M DEA, 30 min; hits give high values; 0 = EDTA background, 1 = DMSO-only activity; AID 1136, 2008; activation factor at 20 µM;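 active = activation factor at least 2 at 20 µM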
#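 Control set: EDTA negative control, DMSO positive control / Assay system: human TNAP / Quantity: TNAP 1/800 final / Evaluation: TNAP activation factor scaled between EDTA and DMSO control wells / Measured by: luminescent substrate turnover signal / Compound dosing: one dose, 20 µM / Times: 30 min enzyme reaction at room temperature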
# Lmaj promast = Leishmania major promastigote growth inhibition, primary screen; Leishmania major promastigotes, resazurin fluorescence viability; inhibition, % at 10 µM; hit rate 9% among 200,000; in the data active = inhibition above about 50%;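 note: promastigotes grown with compound for 44 hours at 28 °C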
# Diaph inh CS = diaphorase inhibitors and chemical oxidizers, primary screen, counter-screen for diaphorase-coupled primary assays, biochemical, uHTS, resorufin fluorescence | hit rate 0.69% among 190,000 | diaphorase resazurin-to-resorufin fluorescence, NADH, 16 min; bacterial (C. kluyveri) enzyme, not human | inhibition, % at 20 µM;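 active = primary screen inhibition at 20 µM above a set limit, cut at about 50% in these data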;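 note: plate controls were DMSO with full reaction for no effect and wells lacking NADH for full effect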
#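 Assay system: diaphorase enzyme from Clostridium kluyveri; Input: enzyme working solution with 0.14 U/mL diaphorase; Timing: 16 min at room temperature; Technique: resorufin fluorescence, excitation 544 nm, emission 590 nm; Benchmarks: positive control minus NADH, DMSO neutral control.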
# bIAP act = bovine intestinal alkaline phosphatase activators, primary screen, biochemical, bovine IAP, CDP-star luminescence; alkaline phosphatase, intestinal [Bos taurus]; purified bovine IAP, 30 min; hits give high values; fold of DMSO-control signal, blank-subtracted; activation factor at 20 µM; hit rate 0.17% among 200,000;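 active = activation factor of 2 or more at 20 µM, a signal rise over negative controls twice the positive control's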
# TNAP inh noacc = human TNAP enzyme inhibitors, primary screen, biochemical, luminescent, no phosphate acceptor, uHTS | hit rate 0.26% among 200,000 | purified TNAP, CDP-star luminescence, 30 min | inhibition, % at 20 µM;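 active = tissue-nonspecific alkaline phosphatase inhibition above about 50% at 20 µM in the single-dose screen, limit read from the data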;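 note: 0% = DMSO negative control and 100% = EDTA positive control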
# An asterisk follows results filed as active; . = no result given.
SMILES,PMI activator,TNAP inh hiacc,bIAP inhibitor,PMI act hi M6P,Diaph act CS,TNAP act hiacc,Lmaj promast,Diaph inh CS,bIAP act,TNAP inh noacc
O=C(Oc1ccc2c(-c3ccccc3)cc(=O)oc2c1)c1cccs1,0.9,-3,21,1,0.9,1,28,11,0.8,-7
COc1ccccc1NS(=O)(=O)c1cc(NC(=O)c2cc3ccccc3oc2=O)ccc1C,1,2,5,1,0.9,1,0,9,0.9,-6
CCOC(=O)Cn1c(S(=O)(=O)Cc2ccc(F)cc2)nc(-c2ccccc2)c1-c1ccccc1,0.8,-4,7,0.9,0.8,1,10,25,0.9,-10
COc1ccc(/C(O)=C2/C(=O)C(=O)N(CCCN(C)C)C2c2ccc(C)o2)cc1Cl (configuration not stated),1.1,1,-8,1.1,1.1,1,-1,-7,1.1,-3
CCO[C@H]1OC(C(=O)N2CCN(C)CC2)=C[C@@H](c2ccc(C(F)(F)F)cc2)[C@@H]1CCCO,0.9,-5,-23,1,0.3,1,-2,74*,1.2,-7
COc1ccc(-n2nc3c(c2NC(=O)c2ccc(Br)cc2)CS(=O)C3)cc1 (configuration not stated),1,-5,-6,1,0.9,1,-4,8,1.1,-17
O=C(NCC(c1cccs1)N1CCOCC1)c1ccccc1NS(=O)(=O)c1cc([N+](=O)[O-])ccc1Cl (configuration not stated),1,3,2,1.2,0.9,1,-2,14,1,-7
CCOC(=O)CSc1nnc(CNC(=O)c2cc(OCC)c(OCC)c(OCC)c2)n1C,1,-7,-1,1,0.9,1.1,-6,9,1,-16
CC(=O)NS(=O)(=O)c1ccc(NC(=O)c2ccc(-n3nc(C)cc3C)cc2)cc1,1.2,-2,-6,0.9,0.9,1,-1,9,1.1,-5
O=C(NCc1ccco1)C(c1cccs1)N(C(=O)C1COc2ccccc2O1)c1cccc(O)c1 (configuration not stated),0.9,-2,-10,0.9,0.9,1,18,8,1.1,-2
CC(C)C(=O)NCc1cc(-c2ccccc2)no1,1.1,-5,10,1.1,0.8,1.1,-3,17,0.9,-9
CN(Cc1cnn(C)c1)C(=O)c1ccc(OC2CCN(CCc3ccccc3)CC2)cc1,1,-5,6,1,0.9,1.1,-5,5,0.9,-10
O=C(CSc1ccccc1)N(c1ccc(Br)cc1)c1nccs1,0.9,-3,-9,1,0.8,1,67*,15,1.1,-24
Cc1ccc(O)c(C2=NOC(O)(C(F)(F)C(F)F)C2)c1 (configuration not stated),1,2,1,0.9,0.9,1,-3,13,1,-6
COCCCNCCOc1ccc(C)cc1[N+](=O)[O-],1,0,-9,1,0.9,1,90*,11,1.1,-3
COc1cc(C2N(c3ccccc3)CCN2c2ccccc2)cc(OC)c1OC,0.8,-1,0,0.7,0.8,1,2,17,1,-7
O=C(COC(=O)Cc1ccccc1F)Nc1ccc(SC(F)F)cc1,0.9,-8,-7,0.9,0.9,1.1,47,13,1.1,-8
C=CCN1C(=O)C2(C(C(=O)c3ccc(C)o3)=C(O)C(=O)N2CCCN2CCOCC2)c2ccccc21 (configuration not stated),1.1,-6,5,1.1,0.9,1.1,-8,15,0.9,-16
CCOc1ccc(CN2CCNC(=O)C2CC(=O)NCc2ccccn2)cc1 (configuration not stated),1.1,-7,3,0.9,0.8,1.1,0,15,1,-13
Cc1ccc(OCc2nnc(SCC(=O)Nc3ccc4c(c3)OCO4)n2C)cc1,0.9,-6,2,0.9,0.8,1.1,7,19,1,-12
CC(C)(C)c1ccccc1NC(=S)NC1CCCCC1,1,-1,11,0.9,0.8,1,19,17,0.9,-3
Clc1ccc(CNc2nc(N3CCOCC3)nc(N3CCOCC3)n2)cc1,1,0,-4,1,0.9,1,11,6,1,-6
CCc1cccc(NC(=O)c2ccc(Cn3nc(C)cc3C)o2)c1,1,-3,13,1,0.9,1,5,13,0.9,-4
C/C(=N\NC(=O)c1ccc(Cl)c(S(=O)(=O)Nc2ccccc2Cl)c1)c1ccncc1,1,-6,9,1,0.7,1.1,1,30,0.9,-5
CC1CCCN(CC(O)COc2ccc(Cl)cc2)C1 (configuration not stated),1,-2,6,0.9,0.8,1,91*,17,0.9,-7

# Next part; the last 4 above are carried over.
SMILES,PMI activator,TNAP inh hiacc,bIAP inhibitor,PMI act hi M6P,Diaph act CS,TNAP act hiacc,Lmaj promast,Diaph inh CS,bIAP act,TNAP inh noacc
Clc1ccc(CNc2nc(N3CCOCC3)nc(N3CCOCC3)n2)cc1,1,0,-4,1,0.9,1,11,6,1,-6
CCc1cccc(NC(=O)c2ccc(Cn3nc(C)cc3C)o2)c1,1,-3,13,1,0.9,1,5,13,0.9,-4
C/C(=N\NC(=O)c1ccc(Cl)c(S(=O)(=O)Nc2ccccc2Cl)c1)c1ccncc1,1,-6,9,1,0.7,1.1,1,30,0.9,-5
CC1CCCN(CC(O)COc2ccc(Cl)cc2)C1 (configuration not stated),1,-2,6,0.9,0.8,1,91*,17,0.9,-7
Cc1cc(C)cc(-n2c(C)cc(/C=N/NC(=O)CN(c3c(C)cccc3C)S(C)(=O)=O)c2C)c1,0.8,-13,-14,0.9,0.7,1.1,41,28,1.1,-38
Cc1ccc(NC(=O)c2c(-c3c(F)cccc3Cl)noc2C)cc1F,0.9,-6,19,0.8,0.7,1.1,1,29,0.8,-9
COc1ccc(CCNC(=O)c2cc3c(=O)n4cccc(C)c4nc3n(Cc3ccncc3)c2=N)cc1,0.9,-4,4,1,0.9,1,.,10,1,-2
C/C(=N\NC(=O)c1ccc(O)cc1)c1ccc(N2CCOCC2)cc1,1,-6,1,1,1,1.1,-5,-1,1,-9
COC(=O)Cc1ccc(NC(=S)N2CCN(C)CC2)cc1,0.9,-1,14,0.9,0.9,1,2,11,0.9,-2
Cc1cc(Nc2ccccc2)n(CCC#N)n1,0.9,-2,14,0.9,0.9,1,-1,10,0.9,-9
CCCC(=O)OCC(=O)NCc1ccc(Cl)cc1,1,-2,-12,1,0.9,1,-15,8,1.1,-7
COC(=O)c1nn(-c2ccc(C)cc2)c2nnc(Cc3ccccc3)c(=O)n12,1.1,1,-1,1,1,1,-7,-4,1,-8
O=P(c1ccccc1)(c1ccccc1)N(c1ccccc1)c1ccccc1,0.9,2,12,0.9,0.9,1,65*,9,0.9,-5
Cc1[nH]c2ccccc2c(=O)c1CN1CCCCC1,1,-6,9,1,0.9,1.1,-2,10,0.9,-16
CCOC(=O)c1oc2cc(O)ccc2c(=O)c1-c1ccccc1OC,0.9,0,1,0.9,0.9,1,-1,7,1,0
CCOC(=O)C1CCCN(C(=O)C2CC(=O)N(c3ccc(C)cc3)C2)C1 (configuration not stated),0.9,-4,14,0.9,0.9,1,-1,11,0.9,-10
COc1ccc(CCNC(=O)COC(=O)Cc2ccc(OC)cc2)cc1,0.9,1,2,0.6,0.9,1,-7,10,1,-11
C=CCn1c(=O)c(C(=O)Nc2ccccc2OC)c(O)c2ccccc21,1.1,-9,11,1.1,0.8,1.1,.,17,0.9,-6
O=C(Nc1nccs1)c1ccc(-c2ccc(Cl)cc2Cl)o1,1,0,12,1,0.9,1,4,6,0.9,-10

# Ordered by molecular weight (ascending): some entries from above.
SMILES,PMI activator,TNAP inh hiacc,bIAP inhibitor,PMI act hi M6P,Diaph act CS,TNAP act hiacc,Lmaj promast,Diaph inh CS,bIAP act,TNAP inh noacc
Cc1cc(Nc2ccccc2)n(CCC#N)n1,0.9,-2,14,0.9,0.9,1,-1,10,0.9,-9
C/C(=N\NC(=O)c1ccc(O)cc1)c1ccc(N2CCOCC2)cc1,1,-6,1,1,1,1.1,-5,-1,1,-9
O=P(c1ccccc1)(c1ccccc1)N(c1ccccc1)c1ccccc1,0.9,2,12,0.9,0.9,1,65*,9,0.9,-5

# 5 compounds already listed, sorted by the number in PMI act hi M6P, low to high:
molecule | PMI act hi M6P
COc1ccc(CCNC(=O)COC(=O)Cc2ccc(OC)cc2)cc1 | 0.6
COc1cc(C2N(c3ccccc3)CCN2c2ccccc2)cc(OC)c1OC | 0.7
Cc1ccc(NC(=O)c2c(-c3c(F)cccc3Cl)noc2C)cc1F | 0.8
COC(=O)Cc1ccc(NC(=S)N2CCN(C)CC2)cc1 | 0.9
CCc1cccc(NC(=O)c2ccc(Cn3nc(C)cc3C)o2)c1 | 1

# Screens: PubChem, several laboratories
